ERp5 block – inhibitors of ERp5-driven insulin aggregation, primary screen, biochemical, turbidity, absorbance 650 nm, single point; inhibition, % at 9.99 µM; 90 min; 350,000 compounds, 0.05% hits; AID 651711, 2012; Protein disulfide-isomerase A6 (Homo sapiens), Q15084;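 active means mean replicate inhibition above about 25%, with every replicate also reaching it, limit read from the data, passing the limit was not always enough; inconclusive means only one of those two criteria met; inactive means neither criterion met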
Target sequence (Q15084 whole entry, looked up): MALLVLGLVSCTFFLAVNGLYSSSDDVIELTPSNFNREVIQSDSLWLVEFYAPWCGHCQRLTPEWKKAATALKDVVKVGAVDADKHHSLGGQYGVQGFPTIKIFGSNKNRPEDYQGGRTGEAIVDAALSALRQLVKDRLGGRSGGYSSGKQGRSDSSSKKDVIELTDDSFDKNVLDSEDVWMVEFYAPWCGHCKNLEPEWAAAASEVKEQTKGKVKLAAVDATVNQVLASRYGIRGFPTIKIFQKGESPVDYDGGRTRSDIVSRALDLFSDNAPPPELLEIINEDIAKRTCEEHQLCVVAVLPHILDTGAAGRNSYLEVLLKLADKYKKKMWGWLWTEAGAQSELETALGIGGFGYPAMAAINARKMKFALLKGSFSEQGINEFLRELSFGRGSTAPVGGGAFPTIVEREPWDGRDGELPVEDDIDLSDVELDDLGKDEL
Statin myotox sup – suppressors of statin myotoxicity in C2C12 myotubes, primary screen, cell-based, single point, plate reader | C2C12 myotubes + simvastatin, ATP luminescence, 48 h; scaled: DMSO 0, geranylgeraniol control 100 | rescue of ATP level, % at 7.49 µM | 330,000 compounds, 0.78% hits | AID 602340, 2012;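 active means mean ATP rescue above about 67%, or every replicate alone reaching that limit, limit read from the data, passing the limit was not always enough; inconclusive means no clear call, values can overlap the other calls; inactive means mean under the limit and some replicate under it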;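 further: myotubes were challenged with 10 µM simvastatin during compound exposure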
SIRT5 block – SIRT5 desuccinylase inhibitors, primary screen, biochemical, fluorescence imaging, single point, set 5; NAD-dependent protein deacylase sirtuin-5, mitochondrial (Homo sapiens), Q9NXA8; AID 652115, 2013; 330,000 compounds, 1.1% hits; inhibition, % at 15 µM; Purified SirT5, succinyl-peptide AMC, trypsin-coupled fluorescence; in the data active means inhibition above about 15%; inconclusive means no clear call, values can overlap the other calls
Target sequence (Q9NXA8 whole entry, looked up): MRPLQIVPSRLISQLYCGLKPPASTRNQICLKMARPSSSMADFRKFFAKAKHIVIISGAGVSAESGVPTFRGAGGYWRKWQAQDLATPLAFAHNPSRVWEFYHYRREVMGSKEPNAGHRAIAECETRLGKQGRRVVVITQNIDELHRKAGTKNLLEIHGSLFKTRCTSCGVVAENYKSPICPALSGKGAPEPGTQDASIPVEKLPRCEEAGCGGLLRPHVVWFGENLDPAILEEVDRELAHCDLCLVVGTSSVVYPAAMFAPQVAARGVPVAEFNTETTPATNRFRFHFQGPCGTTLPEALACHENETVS
miR122 inh – miR-122 Renilla sensor signal increase in Huh7, primary screen, miR-122 inhibitor project, cell-based, single point, plate reader. Huh7 miR-122 Renilla luciferase sensor, 48 h; neutral wells = 0, positive control = 100. activation (reporter increase), % at 12.5 µM. 340,000 compounds, 0.3% hits;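 active means mean replicate activation score at least 90 and every replicate individually at or above 90; inconclusive means only one of the two criteria met; inactive means neither criterion met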;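 further: higher luciferase means less miR-122 activity so hits act as miR-122 inhibitors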
Cneo AK release – Cryptococcus neoformans cell lysis inducers, primary screen, AK release luminescence, single concentration; C. neoformans lysis, adenylate kinase release luminescence, 4 h; normalised: neutral wells 0, clomiphene wells 100; lysis activity, % at 15 µM; 360,000 compounds, 0.2% hits;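 active means mean lysis activity across replicates of at least 80%, whatever share of replicates individually reach that level; inactive means mean lysis activity below 80%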
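Material: C. neoformans cells | Amount: Yeast cell density of 5 × 10^6 cells/mL | Medium: Fresh YPD growth medium | Dosing: Single dose | Times: Static 4 h at 37 °C with compound, 1 h detection | Detection: AK luminescence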
esBAF inh – Bmi1 luciferase reporter increase in mESCs, primary screen, esBAF inhibitor project, mouse ES cells, Bmi1 luciferase knock-in, single point | 350,000 compounds, 2% hits | 24 h; 100% = twice the neutral-well signal | AID 602393, 2012 | reporter increase, % at 12.5 µM; in the data active means activation above about 40%; inconclusive means no clear call, values can overlap the other calls;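 further: 0% = median of the plate's neutral control wells and 100% = double that signal; a rise in the Bmi1 reporter signal indicates esBAF inhibition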
ARNT-TACC3 inh – disruptors of ARNT/TACC3 protein interaction, primary screen, biochemical, AlphaScreen, single concentration; Transforming acidic coiled-coil-containing protein 3 (Homo sapiens), Q9Y6A5; AlphaScreen His-ARNT PAS-B/GST-TACC3 binding, luminescence; TACC3 fragment carries E629A point mutation; inhibition, % at 9.99 µM; 390,000 compounds, 0.66% hits;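 active means mean inhibition of replicates at least 50% and at least half of replicates each reaching 50%; inconclusive means half or more replicates reach 50% but mean below 50%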;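 further: 0% = complete ARNT plus TACC3 wells and 100% = ARNT alone without TACC3; many hits fall short of the cut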
Starred values were filed as active, the others as inactive; ? = inconclusive; . = no result given; & = joins results of further samples; [ ] = dose if it differs, or a comment.

SMILES | ERp5 block | Statin myotox sup | SIRT5 block | miR122 inh | Cneo AK release | esBAF inh | ARNT-TACC3 inh
CCCNC(=O)Nc1ccc2c(c1)C(=O)N(C)C[C@@H](OC)[C@H](C)CN(Cc1ccc(-c3ccccn3)cc1)[C@H](C)CO2 | 3 | 12 | 7 | . | -3 | 7 | 17
CC(C)NC(=O)N(C)C[C@H]1Oc2c(NC(=O)c3ccc(-c4nccs4)cc3)cccc2C(=O)N([C@@H](C)CO)C[C@H]1C | -14&-5 | -7 | 4&1 | -3[16.7 µM] | 2&-2 | -5&1 | 24
CCOC(=O)C1=C(C)N(C)C(C)=C(C(=O)OCC)C1c1ccc(Cl)cc1 | 9 | . | -3 | . | . | . | -5
CC1CCN(C(=O)c2ccc(S(=O)(=O)N3CCCCCC3)cc2)CC1 | 3 | -3 | -2 | . | . | -2 | .
C[C@H]1CN([C@@H](C)CO)C(=O)Cc2cc(NC(=O)CCN3CCOCC3)ccc2O[C@H]1CN(C)S(=O)(=O)c1cn(C)cn1 | 6 | 11 | 0 | 22[16.7 µM] | 0 | 7 | -12
Cc1cc(SCC(=O)Nc2ncc(Cl)cc2Cl)nc2ccccc12 | . | . | . | -1 | -4 | . | -5
CCC(=O)c1c[nH]c(C(=O)NCc2ccccc2OC)c1 | 7 | -7 | -1 | 10 | 30 | 0 | -2
CN1CCC(N(C)CC(C)(C)NS(=O)(=O)c2ccccc2)CC1 | 2 | 9 | -2 | -13 | 0 | -3 | -6
C[C@H](CO)N1C[C@H](C)[C@@H](CN(C)Cc2ccc(Oc3ccccc3)cc2)Oc2ccc(NC(=O)Cc3cn(C)c4ccccc34)cc2C1=O | 4 | . | 4 | 0[16.7 µM] | -5 | 2 | 14
Cc1cccc2c1-c1sc(C(=O)Nc3ccccc3N3CCN(C)CC3)cc1CO2 | -6 | . | -1 | . | 6 | . | 45*
CCOc1ccc(S(=O)(=O)N2CCN(C(=O)c3ccncc3)CC2)cc1 | 1 | 4 | -1 | -2 | 4 | 1 | -2
O=C(CC1CC1)N[C@@H]1CC[C@@H](CCNS(=O)(=O)c2ccc(F)cc2)O[C@@H]1CO | -1&4 | -9 | 2 | . | 4 | -5 | -3
CNc1ccc(S(=O)(=O)NCC(=O)NCCCc2ccccc2)cc1[N+](=O)[O-] | -1 | 7 | 2 | 3 | 0 | 1 | 2
Cc1ccccc1CNCCCSc1ncccn1 | -3 | 8 | -2 | -4 | 3 | -5 | -10
COc1ccc2c(=O)c3c(=O)n(Cc4ccco4)c(-c4ccccc4)nc3oc2c1 | . | 14 | . | 0 | -1 | -3 | 6
C[C@H](CO)N1C[C@H](C)[C@H](CN(C)C(=O)CCC(F)(F)F)OCCCC[C@H](C)Oc2ccc(NC(=O)CCCN(C)C)cc2C1=O | . | . | . | 4[16.7 µM] | -1 | 3 | -18
Cc1ccc(S(=O)(=O)N2CC[C@@H]3[C@H]2c2cc(Br)ccc2N[C@@H]3CO)cc1 | -7 | -6 | 15* | 1[16.7 µM] | 9 | 0 | -1
CCOc1ccccc1NC(=O)CN(c1ccc(Cl)cc1)S(C)(=O)=O | 5 | 4 | . | 2 | 4 | -4 | -4
C[C@@H]1CN([C@H](C)CO)C(=O)c2cccc(NS(=O)(=O)c3ccccc3)c2O[C@H]1CN(C)S(=O)(=O)c1ccc(Cl)cc1 | -4 | 0 | 2 | 41[16.7 µM] | 0 | -9 | -3
Cc1cccc(NC(=O)CSc2nc(N)cc(N)n2)c1 | . | 6 | . | -4 | 1 | 1 | 1

One compound at a time, from the list above.
C[C@H](CO)N1C[C@H](C)[C@@H](CN(C)Cc2ccc(Oc3ccccc3)cc2)Oc2ccc(NC(=O)Cc3cn(C)c4ccccc34)cc2C1=O across the screens: ERp5 block: 4; Statin myotox sup: .; SIRT5 block: 4; miR122 inh: 0[16.7 µM]; Cneo AK release: -5; esBAF inh: 2; ARNT-TACC3 inh: 14
CCCNC(=O)Nc1ccc2c(c1)C(=O)N(C)C[C@@H](OC)[C@H](C)CN(Cc1ccc(-c3ccccn3)cc1)[C@H](C)CO2 across the screens: ERp5 block: 3; Statin myotox sup: 12; SIRT5 block: 7; miR122 inh: .; Cneo AK release: -3; esBAF inh: 7; ARNT-TACC3 inh: 17
CCOc1ccc(S(=O)(=O)N2CCN(C(=O)c3ccncc3)CC2)cc1 across the screens: ERp5 block: 1; Statin myotox sup: 4; SIRT5 block: -1; miR122 inh: -2; Cneo AK release: 4; esBAF inh: 1; ARNT-TACC3 inh: -2

(further entries)
SMILES | ERp5 block | Statin myotox sup | SIRT5 block | miR122 inh | Cneo AK release | esBAF inh | ARNT-TACC3 inh
O=C(CC1Nc2ccccc2NC1=O)NCCc1ccccc1 (configuration not stated) | . | 9 | . | -4 | -3 | -1 | 5
CC1(C)c2[nH]c3ccccc3c2C[C@@H]2C(=O)N(Cc3ccco3)C(=O)N21 | -8 | 4 | -4 | . | -2 | -2 | 3
CC(=O)c1cccc(NS(=O)(=O)c2cc(OCC(N)=O)c(C)cc2Cl)c1 | . | 4 | . | 52 | 0 | -4 | -4
COc1ccc(N2CCN(C(=O)c3oc4c(c3C)C(=O)CCC4)CC2)cc1 | 0 | -4 | 1 | . | 3 | -6 | -7
COc1ccc(NC(=O)N2CCCCN3[C@H](C2)[C@@H](c2ccc(C#CCC(C)C)cc2)[C@@H]3CO)cc1 | 3 | -63 | 4 | -17[16.7 µM] | -1 | -8 | 1
CC(OC(=O)c1n[nH]c2ccccc12)C(=O)NC1CCCCC1C (configuration not stated) | 9 | -11 | -4 | -9 | 1 | 5 | 0
Cc1cc(=O)c2ccccc2[nH]1 | . | 6 | . | -6 | 1 | -3 | -6
COc1ccc(NC(=O)N(C)C[C@H]2OCCCC[C@H](C)Oc3ccc(NC(=O)Nc4cccc5ccccc45)cc3C(=O)N([C@H](C)CO)C[C@@H]2C)cc1 | . | . | . | 0[16.7 µM] | 0 | 8 | 9
COCCn1c(NCc2ccc(C)cc2)nc2c1c(=O)[nH]c(=O)n2C | . | 16 | . | 4 | 5 | 7 | -7
CCc1noc(C)c1C(=O)N1CCCC1 | 6 | . | -6 | . | . | . | -4
CCOC(=O)c1cnc2nc[nH]n2c1=O | -11 | -1 | . | -1 | 2 | 4 | -7
CN(C(=O)c1cccc(NC(=O)Cc2cccc(NC(=O)C3CCCN(C(=O)c4ccccc4)C3)c2)c1)C1CCC1 (configuration not stated) | 4 | 2 | -3 | -7 | 3 | 2 | 1
Oc1ccccc1-c1cc(-c2ccc(F)cc2)n[nH]1 | 1 | 11 | -5 | 9 | -6 | -6 | -4
Cn1nc(OC(=O)Nc2cccc(Cl)c2)cc1C(F)(F)F | . | -13 | . | -2 | -2 | 3 | -3
O=C(NC1CCCCC1)c1ccc2snnc2c1 | -2 | 7 | . | 3 | 2 | 5 | 8
O=C(NCc1ccccc1)C(c1ccc(F)cc1)N(C(=O)c1csnn1)c1ccccc1 (configuration not stated) | 1 | -2 | 1 | 1 | -1 | -9 | -10
Cc1cc(NC(=O)CCCN2C(=O)c3cccnc3C2=O)ccc1Br | 3 | . | -1 | . | . | . | 3
Cn1c(C(=O)N2CCCC(C(=O)NCCCSC3CCCCC3)C2)cc2sccc21 (configuration not stated) | . | -10 | . | -16 | 0 | 7 | -9
CC1=C(C(=O)N2CCOCC2)CC(CC(=O)NCCN2CCOCC2)C(=O)N1Cc1ccccc1 (configuration not stated) | 3 | -10 | -1 | 3 | -2 | -2 | .
Cc1c(NC(=O)c2ccc(N(C)S(=O)(=O)c3ccccc3)cc2)c(=O)n(-c2ccccc2)n1C | -2 | 6 | -1 | 1 | 0 | -8 | 5

Records listed so far printed as active in ARNT-TACC3 inh.
Molecule	ERp5 block	SIRT5 block	miR122 inh	esBAF inh	ARNT-TACC3 inh
Cc1cccc2c1-c1sc(C(=O)Nc3ccccc3N3CCN(C)CC3)cc1CO2	-6	-1	.	.	45*

Next part.
SMILES | ERp5 block | Statin myotox sup | SIRT5 block | miR122 inh | Cneo AK release | esBAF inh | ARNT-TACC3 inh
O=C(C[C@H]1C[C@H]2c3cc(NC(=O)Nc4ccccc4)ccc3O[C@H]2[C@@H](CO)O1)NCc1ccccn1 | 6 | -2 | -6 | 4[16.7 µM] | 4 | -4 | -4
C[C@@H]1CN([C@@H](C)CO)C(=O)Cc2cc(NC(=O)Nc3ccccc3)ccc2O[C@H]1CN(C)C | -2 | -23 | . | -2[16.7 µM] | 0 | 2 | .
Cc1cccc(NC(=O)C2Cc3ccccc3O/C2=N\O)c1 (configuration not stated) | 4 | -2 | -7 | 1 | 0 | ? | -23
COc1cccc(C(NC(=O)C2CCN(CCCOc3ccccc3)CC2)c2ccccn2)c1 (configuration not stated) | 2 | -12 | . | 1 | 12 | 2 | .
CCC(C)NC(=O)c1cn(C)c(=O)c2cc(OC)c(OC)cc12 (configuration not stated) | . | -2 | . | -13 | -2 | -6 | -8
O=C(CSc1nnnn1-c1ccccc1)Nc1ncc(Cc2ccccc2Cl)s1 | -1 | . | 1 | . | . | . | -1
O=C(O)c1ccc(NC(=O)C2C3CCC(C3)C2C(=O)O)cc1 (configuration not stated) | . | . | . | -3 | -1 | -2 | 23
Cc1c(C(=O)N/N=C/c2ccoc2)cccc1[N+](=O)[O-] | 4 | 8 | 1 | -5 | 3 | -7 | -3
COc1cc(C(=O)NCc2nnc(SCC(=O)N3CCOCC3)o2)cc(OC)c1OC | 0 | 3 | -1 | -1 | . | -6 | 0
CSc1nc(NNC=O)cc(Oc2ccc(NC(C)=O)cc2)n1 | -3 | 2 | -2 | -1 | -1 | 0 | -7
Cn1c(=O)c2cc(NC(=O)Cc3ccccc3F)ccc2n1Cc1ccc(Cl)cc1 | 5 | -15 | . | -3 | 1 | 25 | .
C[C@@H]1CN([C@H](C)CO)C(=O)c2cc(NS(=O)(=O)c3ccc(Cl)cc3)ccc2O[C@@H](C)CCCCO[C@@H]1CN(C)S(C)(=O)=O | -4 | 17 | 3 | 22[16.7 µM] | -7 | -5 | -4

Fetched by structure from the entries so far (two):
SMILES | ERp5 block | Statin myotox sup | SIRT5 block | miR122 inh | Cneo AK release | esBAF inh | ARNT-TACC3 inh
CCOC(=O)C1=C(C)N(C)C(C)=C(C(=O)OCC)C1c1ccc(Cl)cc1 | 9 | . | -3 | . | . | . | -5
CC(OC(=O)c1n[nH]c2ccccc12)C(=O)NC1CCCCC1C (configuration not stated) | 9 | -11 | -4 | -9 | 1 | 5 | 0
